A3A deaminase – APOBEC3A ssDNA deaminase inhibitors, primary screen, selectivity assay for APOBEC3G inhibitor project, biochemical, FAM/TAMRA oligo cleavage fluorescence; 0.41% of 330,000 active; recombinant A3A, FAM/TAMRA ssDNA deamination fluorescence; DNA dC->dU-editing enzyme APOBEC-3A (Homo sapiens), P31941; inhibition, % at 20 µM; AID 493011, 2011;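 active means at least 40% inhibition at 20 µM here, with at most 30% in a related deaminase screen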;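 further: plate controls were A3A with DMSO for no effect and wells lacking A3A enzyme for full effect; some results filed as inactive read as strong as hits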
Target sequence (P31941 whole entry, looked up): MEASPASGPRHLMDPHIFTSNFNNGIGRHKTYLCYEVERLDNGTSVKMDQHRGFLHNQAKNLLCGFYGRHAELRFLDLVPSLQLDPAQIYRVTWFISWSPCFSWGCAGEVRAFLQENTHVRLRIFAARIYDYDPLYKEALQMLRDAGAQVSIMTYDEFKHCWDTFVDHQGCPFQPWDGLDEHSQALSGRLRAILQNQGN
APOBEC3G inh – APOBEC3G DNA deaminase inhibitors, primary screen, biochemical, fluorescence, single-stranded DNA substrate, uHTS. DNA dC->dU-editing enzyme APOBEC-3G (Homo sapiens), Q9HC16. recombinant A3G, ssDNA deamination FAM/TAMRA fluorescence. inhibition, % at 20 µM. 0.28% of 330,000 active;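 active means inhibition of at least 40% at 20 µM, with no more than 30% in the related APOBEC3A deaminase screen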;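 further: plate controls were DMSO wells with A3G for no effect and wells lacking A3G enzyme for full effect; some compounds called inactive have numbers as strong as hits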
Target sequence (Q9HC16 whole entry, looked up): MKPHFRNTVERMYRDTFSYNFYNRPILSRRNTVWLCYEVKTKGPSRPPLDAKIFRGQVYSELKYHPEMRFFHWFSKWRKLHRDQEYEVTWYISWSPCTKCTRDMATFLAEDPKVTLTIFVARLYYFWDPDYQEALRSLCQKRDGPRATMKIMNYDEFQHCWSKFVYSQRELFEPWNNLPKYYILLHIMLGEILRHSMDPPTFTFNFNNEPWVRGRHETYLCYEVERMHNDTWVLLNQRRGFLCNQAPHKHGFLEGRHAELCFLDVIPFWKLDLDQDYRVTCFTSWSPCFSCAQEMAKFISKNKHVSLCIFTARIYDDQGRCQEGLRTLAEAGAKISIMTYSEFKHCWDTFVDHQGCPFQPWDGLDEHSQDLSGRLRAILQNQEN
beta cell repl – inducers of MIN6 beta-cell proliferation, primary screen, ATP luminescence, uHTS; proliferation, % at 10 µM; MIN6 cells proliferation, ATPlite luminescence, 48 h; cells starved in 0.2% serum; 100% = growth in 10% serum; 0.29% of 330,000 active;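 active means compounds whose signal lies at least 3.5 SD above the mean of all wells on their plate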;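 further: 0% = DMSO-treated cells in low-serum medium and 100% = 10% serum control; some compounds called inactive have numbers as strong as hits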
hIAP block – human IAP inhibitors, primary screen, biochemical, luminescence, uHTS. purified IAP, CDP-Star luminescence, 30 min. AID 2544, 2010. inhibition, % at 10 µM. Intestinal-type alkaline phosphatase (Homo sapiens), P09923. 0.12% of 330,000 active;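 active means inhibition reaching a set limit with compound at 10 µM in the primary screen, cut at about 35% in these data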;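 further: plate controls were DMSO wells with enzyme for no effect and no-enzyme buffer wells for full effect; values of inactives mirror those of a sister screen read the other way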
MPTP block – mitochondrial permeability transition pore inhibitors, primary screen, biochemical, isolated mouse mitochondria, absorbance | Ca2+ swelling absorbance, 30 min | inhibition, % at 10 µM | 1.4% of 360,000 active | AID 602449, 2012;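 active means inhibition of 50% or more, scaled per plate between neutral and stimulator controls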;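 further: 0% = DMSO wells given calcium and 100% = 1 mM EGTA wells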
mIAP inh – inhibitors of mouse IAP, primary screen, biochemical, luminescence, uHTS | intestinal alkaline phosphatase [Mus musculus] | purified mouse IAP, CDP-Star luminescence, 30 min | inhibition, % at 10 µM | 0.2% of 330,000 active;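 active means inhibition of at least 40% at 10 µM in the primary screen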;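 further: plate controls were DMSO with enzyme for no effect and no enzyme wells for full effect; values of inactives mirror those of a sister screen read the other way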
GRIN3A LBD mod – binders of NR3A ligand-binding domain, primary screen, biophysical, differential scanning fluorimetry, uHTS. Glutamate receptor ionotropic, NMDA 3A (GRIN3A) ligand-binding domain. NR3A LBD differential scanning fluorimetry, Tm shift; 0% = protein alone, 100% = glycine-bound protein. Tm shift relative to glycine control, % at 25 µM. 2.5% of 340,000 active. AID 1259313, 2017;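 active means melting temperature shift of at least 10% of the positive control shift, at one fixed dose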
hIAP activ – human IAP activators, primary screen, biochemical, luminescence, uHTS | 0.16% of 330,000 active | activation factor at 10 µM | purified human IAP, CDP-Star luminescence, 30 min; stronger effect = higher value; 1 = vehicle-only enzyme, 0 = enzyme-free background | Intestinal-type alkaline phosphatase (Homo sapiens), P09923 | AID 2524, 2010;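 active means activation factor of the enzyme at least 2-fold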; further: the source names both 10 and 20 µM as test concentration; values of inactives mirror those of a sister screen read the other way
mIAP activ – activators of mouse IAP, primary screen, biochemical, luminescence, uHTS; AID 2805, 2010; 0.24% of 330,000 active; intestinal alkaline phosphatase [Mus musculus]; muIAP, CDP-Star luminescence, 30 min; stronger effect = higher value; 1 = vehicle-only enzyme signal, 0 = enzyme-free wells; activation factor at 10 µM;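 active means activation factor of at least 2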; further: the source names both 10 and 20 µM as test concentration; values of inactives mirror those of a sister screen read the other way
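also added = chemiluminescent substrate CDP-Star | test system = mouse IAP enzyme | signal = chemiluminescence readout | compound = DMSO-dissolved test compounds | incubation = 30 min at room temperature | benchmarks = DMSO wells, no-enzyme wells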
* = called active by the depositor; x = not tested or not shown.

No.	SMILES	A3A deaminase	APOBEC3G inh	beta cell repl	hIAP block	MPTP block
1	CN(C)S(=O)(=O)n1cc(/C=C(\NC(=O)c2ccccc2Cl)C(=O)NCCN2CCOCC2)c2ccccc21	-4	2	-4	-2	1.6
2	NS(=O)(=O)c1cccc(NC(=O)c2cc3ccccc3o2)c1	1	-4	-3	-2	0.0
3	COc1ccc(-n2c(Cc3cccn3C)nnc2SCC(=O)Nc2ccc(F)cc2F)cc1	-1	2	-4	19	-2.3
4	Cc1ccc(C)c(OCc2nc3ccccc3[nH]2)c1	-1	-6	-1	-30	0.0
5	COc1ccc(N2CCN(C(CNC(=O)c3ccco3)c3cccnc3)CC2)cc1 (stereo unspecified)	-4	-2	-4	0	-7.0
6	COc1ccc(S(=O)Cc2ccc(C(=O)NC3CC3)o2)cc1 (stereo unspecified)	-8	-8	3	-2	0.1
7	O=C(C[C@H]1C[C@H](C(=O)N2CCCCC2)[C@@]2(CCc3ccccc3)c3[nH]c4ccc(Cl)cc4c3CCN2C1=O)NCCc1ccccn1	-2	-2	x	x	-0.8
8	CCOCCCNC(=O)c1cn(CC)c2ccc(S(=O)(=O)N3CCCC3)cc2c1=O	-5	-8	3	3	0.3
9	CC(=O)Nc1nc(C)c(C(C)=O)s1	-3	-1	6	15	-0.7
10	CCC1(c2ccccc2)NC(=O)N(CC(=O)Nc2ccccc2N2CCCC2)C1=O (stereo unspecified)	-6	-12	-3	-3	-1.0

No.	mIAP inh	GRIN3A LBD mod	hIAP activ	mIAP activ
1	-3	-1	1	1
2	8	2	1	0.92
3	18	-3	0.81	0.82
4	-18	0	1.3	1.2
5	8	0	1	0.92
6	3	0	1	0.97
7	-25	3	x	1.3
8	-4	3	0.97	1
9	-3	2	0.85	1
10	0	2	1	1

Next part.
No.	SMILES	A3A deaminase	APOBEC3G inh	beta cell repl	hIAP block	MPTP block
11	COc1ccccc1NS(=O)(=O)c1cc(NC(=O)CCC(=O)c2cccs2)ccc1Cl	4	2	-4	5	7.4
12	O=S(=O)(NCCOc1ccccc1F)c1ccc(Cl)cc1F	-1	-5	-2	3	1.1
13	C=CCN(c1ccccc1)S(=O)(=O)c1ccc2c(c1)N(C(C)=O)CCO2	-4	-7	0	27	-1.4
14	N/C(=N\OC(=O)CCCOc1ccccc1)c1ccc(Br)cc1	-2	-4	2	1	-2.1
15	CN(C(=O)CCNC(=O)N1CC(=O)Nc2ccccc21)C1CCCCC1	0	-3	-2	3	-1.3
16	Cc1nc(CN2CCN(Cc3nc(C(c4ccccc4)c4ccccc4)no3)CC2)cs1	-6	-8	-1	7	-1.8
17	CCn1nc(CC(=O)Nc2ccc(-n3cnnn3)c(C)c2)c2ccccc2c1=O	2	1	0	1	0.3
18	O=[N+]([O-])c1ccc(CN2CCC(Cc3ccccc3)CC2)cc1	-3	-6	-2	10	-0.5
19	CCCOc1ccc2c(c1)C(=NN=C(N)N)c1cc(OCCC)ccc1-2	-2	-7	-7	-4	3.0
20	Cc1cc(C)c2nc(N3CCOCC3)c(C#N)cc2c1	-8	-8	3	-7	0.6

No.	mIAP inh	GRIN3A LBD mod	hIAP activ	mIAP activ
11	9	2	0.95	0.91
12	-3	-3	0.97	1
13	7	-1	0.73	0.93
14	-4	-3	0.99	1
15	20	0	0.97	0.8
16	10	-3	0.93	0.9
17	8	-1	0.99	0.93
18	3	-3	0.91	0.97
19	14	34*	1	0.86
20	-18	-1	1.1	1.2

Later entries.
No.	SMILES	A3A deaminase	APOBEC3G inh	beta cell repl	hIAP block	MPTP block
21	Cc1ccc(NC2=C(Cl)C(=O)OC2OC(C)C)c(C)c1 (stereo unspecified)	-1	-3	-2	2	-1.5
22	NS(=O)(=O)c1cccc(NC(=O)COC(=O)C2CCCCC2)c1	-1	-8	-2	-9	0.5
23	Cc1ccc(C(=O)NC(=S)Nc2ccc3[nH]c(=O)[nH]c3c2)c(C)c1	-2	-9	-3	7	-1.6
24	COc1ccc(/C=C/C(=O)OCC(=O)Nc2ccc3[nH]c(=O)[nH]c3c2)cc1OC	1	-1	2	-14	-1.1
25	OCC1(Cc2ccccc2)CCN(Cc2cc3ccccc3o2)CC1	0	-5	0	-6	-0.1
26	CCC(=O)NC(NC(=S)Nc1cccc2cccnc12)C(Cl)(Cl)Cl (stereo unspecified)	0	-6	-1	-7	2.6
27	CS(=O)(=O)c1ccccc1C(=O)N(CCC1=CCCCC1)c1c(N)n(Cc2ccccc2)c(=O)[nH]c1=O	-1	0	-4	-3	-0.4
28	Cc1ccc(C)c(C2C(C#N)=C(N)Oc3cc(C)oc(=O)c32)c1 (stereo unspecified)	-2	-7	-2	9	0.2
29	O=C1Nc2ccc(Br)cc2C12NNc1ccccc1O2 (stereo unspecified)	3	-2	-6	-398	3.8
30	COC(=O)[C@@H]1C[C@@]2(O)[C@@H](O)[C@@H](O)[C@@H](O)C[C@H]2N1Cc1ccc(C(F)(F)F)cc1	-6	-12	-1	7	0.1

No.	mIAP inh	GRIN3A LBD mod	hIAP activ	mIAP activ
21	4	1	0.98	0.96
22	6	2	1.1	0.94
23	10	-3	0.93	0.91
24	-6	0	1.1	1.1
25	2	0	1.1	0.98
26	14	-16	1.1	0.86
27	4	-2	1	0.96
28	3	-1	0.91	0.97
29	34	25*	5*	0.66
30	-3	2	0.93	1

Additional compounds follow:
No.	SMILES	A3A deaminase	APOBEC3G inh	beta cell repl	hIAP block	MPTP block
31	CN(C(=O)COC(=O)c1ccccc1Cc1ccccc1)C1CCS(=O)(=O)C1 (stereo unspecified)	3	-7	3	-6	-1.8
32	O=C(CCCCCNc1nc(=S)[nH]c2ccccc12)NCCC1=CCCCC1	-4	-4	-2	1	-1.1
33	CC(C)[N+](C)(CCOC(=O)C1c2ccccc2Oc2ccccc21)C(C)C	0	0	3	-7	x
34	COc1cc2c(c(OCC(=O)NC(C)C)c1)C(=O)O[C@@H](C)CCCC(=O)CCCCC2	0	0	-1	-12	0.0
35	O=C(C1=C[C@H](c2csc3ccccc23)C[C@H](OCCCCO)O1)N1CCOCC1	-2	-6	-2	-2	0.1
36	CCC(=O)N(CCN1CCOCC1)Cc1cc2cc3c(cc2nc1Cl)OCO3	-2	-5	-1	-4	0.9
37	COc1cccc(NC(=O)N2CCC(NC(=O)C(Cc3cccc(C)c3)NC(C)=O)CC2)c1 (stereo unspecified)	-1	-5	1	-2	-1.5
38	CN(C)c1cc[n+](CCC(=O)Nc2cccc([N+](=O)[O-])c2N)cc1	-3	-5	0	8	0.5
39	CCCCNC(=S)N(C)/N=C/c1ccc(OCC(=O)Nc2c(C)cc(C)cc2C)c(OC)c1	-1	-4	-2	16	7.5
40	Cc1cc(NC(=O)CSc2nc(C)c(C)n2CC(C)C)no1	0	-6	-2	-2	1.0

No.	mIAP inh	GRIN3A LBD mod	hIAP activ	mIAP activ
31	-6	-1	1.1	1.1
32	-6	-2	0.99	1.1
33	-13	-3	1.1	1.1
34	8	-1	1.1	0.92
35	0	-1	1	1
36	3	0	1	0.97
37	-5	0	1	1
38	-2	1	0.92	1
39	-1	2	0.84	1
40	17	2	1	0.83

Three entries from above, ordered by the number in hIAP activ, largest number first:
| no. | SMILES | hIAP activ |
| --- | --- | --- |
| 31 | CN(C(=O)COC(=O)c1ccccc1Cc1ccccc1)C1CCS(=O)(=O)C1 (stereo unspecified) | 1.1 |
| 36 | CCC(=O)N(CCN1CCOCC1)Cc1cc2cc3c(cc2nc1Cl)OCO3 | 1 |
| 39 | CCCCNC(=S)N(C)/N=C/c1ccc(OCC(=O)Nc2c(C)cc(C)cc2C)c(OC)c1 | 0.84 |

Later entries
No.	SMILES	A3A deaminase	APOBEC3G inh	beta cell repl	hIAP block	MPTP block
41	COc1ccc(-c2noc(-c3ccc4c(c3)OCO4)n2)cc1	1	1	-4	4	1.5
42	Cc1cc(-c2n[nH]c(=S)n2/N=C/c2ccccc2[N+](=O)[O-])n[nH]1	-5	61*	0	10	-0.6
43	CCC(=O)N1CCN(c2ccccc2NC(=O)COc2ccccc2Cl)CC1	-3	-6	-1	-9	0.5
44	Cn1nc(C(F)(F)F)c(C(=O)Nc2ccc(F)cc2F)c1Sc1ccc(Cl)cc1	-5	-12	-2	-2	11
45	O=C(CN1C(=O)c2ccccc2S1(=O)=O)Nc1ccccc1	-4	-7	-2	-4	1.2
46	O=C(CCNS(=O)(=O)c1ccc(OC(F)(F)F)cc1)NCCc1c[nH]c2ccccc12	-7	-8	-6	-10	-0.7
47	C=CCc1cc(/C=C2/NC(=S)NC2=O)cc(OC)c1O	-3	-7	-2	-3	-0.8
48	COc1ccccc1-n1c(=S)[nH]c2c(sc(=S)n2-c2ccc(C)cc2C)c1=O	5	34	-3	12	-0.6
49	NC(=O)c1ccc(NC(=O)CSc2nnc(-c3ccncc3)n2Cc2ccco2)cc1	-1	-3	-3	10	0.1
50	Cc1ccc(NC(=O)c2ccc(NCCCN3CCC(C)CC3)c([N+](=O)[O-])c2)cc1F	0	-1	-5	8	12

No.	mIAP inh	GRIN3A LBD mod	hIAP activ	mIAP activ
41	6	1	0.95	0.94
42	-1	2	0.9	1
43	-2	0	1.1	1
44	15	-14	1	0.85
45	-15	0	1	1.2
46	-6	-4	1.1	1.1
47	14	-16	1	0.86
48	13	-1	0.88	0.87
49	12	0	0.91	0.89
50	10	5	0.92	0.9

Continuation:
No.	SMILES	A3A deaminase	APOBEC3G inh	beta cell repl	hIAP block	MPTP block
51	CC(C)c1ccc(CNC(=O)C(=O)NCC2CCCO2)cc1 (stereo unspecified)	-2	-8	-2	10	1.3
52	CC[C@]1(c2ccccc2C)ON(c2ccccc2C(F)(F)F)C1=O	-2	-7	-2	11	1.3
53	CCN(CC)c1nc(C)nc2c1sc(=S)n2C	2	-4	8.0*	6	13
54	O=C(Nc1ccc2[nH]ncc2c1)c1ccccc1Cl	-10	-7	0	-10	0.7
55	Oc1cccc2ccc(Nc3ccccn3)nc12	-1	-2	-6	-7	3.9
56	Cc1ccn2c(=O)nc(SCC(=O)N3CCCc4ccccc43)nc2c1	-6	10	-4	-11	-1.2
57	COc1ccc(OCCNc2c([N+](=O)[O-])c(=O)oc3ccccc23)cc1	2	-5	-1	8	-0.6
58	Cn1c(=O)c2c(O)cc(=O)[nH]c2n(-c2ccccc2)c1=O	-1	-1	1	-3	-1.0

No.	mIAP inh	GRIN3A LBD mod	hIAP activ	mIAP activ
51	2	-1	0.9	0.98
52	2	6	0.89	0.98
53	3	-1	0.94	0.97
54	-9	-3	1.1	1.1
55	-5	-22	1.1	1
56	4	4	1.1	0.96
57	-12	-6	0.92	1.1
58	-2	0	1	1

Compound activity deposited in PubChem BioAssay by Sanford-Burnham Center for Chemical Genomics.

Not a hit list; any-hit rate near 5%.
